Assay outcomes: PubChem, several laboratories
DNMT1 block: human DNMT1 methyltransferase inhibitors, primary screen, biochemical, molecular beacon, fluorescence, HinP1I cleavage, uHTS. inhibition (reported as % activation of signal), % at 10 µM. 360,000 compounds, 0.83% hits. DNA (cytosine-5)-methyltransferase 1 (Homo sapiens), P26358; in the data active = inhibition above about 50%
LMPTP inh: LMPTP phosphatase inhibitors, primary screen, biochemical, fluorescence intensity, uHTS; recombinant LMPTP-A, OMFP fluorogenic substrate; 360,000 compounds, 0.22% hits; Low molecular weight phosphotyrosine protein phosphatase (Homo sapiens), P24666; AID 651560, 2012; inhibition, % at 20 µM;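 active = compounds that cut the enzyme signal by at least half of the control window in the single-dose screen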;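 note: plate controls were DMSO wells with enzyme plus substrate for no effect and substrate without enzyme for full effect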
Target sequence (P24666 whole entry, looked up): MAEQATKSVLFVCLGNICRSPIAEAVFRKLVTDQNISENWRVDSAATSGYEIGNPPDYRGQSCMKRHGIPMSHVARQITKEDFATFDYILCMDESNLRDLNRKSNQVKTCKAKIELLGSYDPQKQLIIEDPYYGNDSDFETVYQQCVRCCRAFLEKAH
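Test system – LMPTP-A enzyme · Amount – LMPTP-A at 0.625 nM final in the reaction · Buffer or medium – Bis-Tris pH 6.0, DTT, detergent · Reagent – OMFP 400 µM · Doses – single 20 µM dose · Schedule – reaction 50 min, room temperature, dark · Detection – fluorescence intensity of OMFP turnover product · Evaluation – percent inhibition versus substrate-only and uninhibited controls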
Scp-1 inhibitor: Scp-1 phosphatase inhibitors, primary screen, biochemical, colorimetric, uHTS | Carboxy-terminal domain RNA polymerase II polypeptide A small phosphatase 1 (Homo … | Recombinant Scp1, phosphopeptide, malachite green phosphate absorbance | AID 493091, 2011 | 340,000 compounds, 0.88% hits | inhibition, % at 20 µM;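 active = inhibition above about 50% at 20 µM, limit read from the data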;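 note: plate controls were DMSO wells with enzyme for no effect and wells lacking enzyme for full effect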
Target sequence (Q9GZU7 76-261 limits assumed): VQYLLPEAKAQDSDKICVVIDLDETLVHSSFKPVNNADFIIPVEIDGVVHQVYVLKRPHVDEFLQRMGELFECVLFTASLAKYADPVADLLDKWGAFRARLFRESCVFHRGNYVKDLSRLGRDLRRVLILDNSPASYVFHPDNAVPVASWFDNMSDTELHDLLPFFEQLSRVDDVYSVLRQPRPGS
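System: truncated SCP-1 phosphatase (76-261aa); medium: Tris acetate buffer pH 5.5 with MgCl2 and Tween-20; incubation: 45 min room-temperature reaction, 5 min colour, 30 min stabiliser; compound: single 20 µM dose, 1% DMSO; reagent: Phosphorylated 17-residue peptide substrate; read-out: % inhibition at 20 µM; technique: colorimetric free-phosphate detection, absorbance 630 nm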
CSN deneddyl inh: inhibitors of CSN-mediated cullin deneddylation, primary screen, biochemical, fluorescence polarization, uHTS. COP9 signalosome complex subunit 5 (Homo sapiens), Q92905. Purified CSN, SCF-Nedd8-OG deneddylation. inhibition, % at 12.5 µM. 360,000 compounds, 0.38% hits. AID 651999, 2013;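 active = pattern-corrected inhibition above about 35%, with an unprinted fluorescence ratio check between 0.5 and 1.5, limit read from the data, passing the limit was not always enough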;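 note: 0% = enzyme with substrate and 100% = substrate without enzyme; some results filed as inactive read as strong as hits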
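Assay system: purified human Csn5 enzyme expressed in HEK293T cells; Input: 0.24 nM Csn5 enzyme, final concentration; Reagent: 10 nM SCFSkp2-Nedd8OG; Compound dosing: 12.5 µM single point; Times: reaction 90 min, room temperature; Technique: fluorescence polarization readout.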
STEP block: STEP phosphatase inhibitors, primary screen, biochemical, fluorescence intensity, uHTS; 360,000 compounds, 0.25% hits; inhibition, % at 20 µM; Tyrosine-protein phosphatase non-receptor type 5 (Homo sapiens), P54829; recombinant STEP, OMFP fluorogenic substrate; AID 588621, 2011;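 active = inhibition at 20 µM, scaled per plate between control wells, above about 37%, limit read from the data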;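 note: 0% = DMSO with enzyme and substrate and 100% = substrate only without enzyme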
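Measure: Control-normalized % inhibition with plate pattern correction | Test system: STEP phosphatase, cell-free reaction | Medium: pH 6.0 Bis-Tris with DTT and Tween 20 | Technique: Fluorescence, 480/540 nm | Times: Reaction 20 min, ambient temperature | Doses: Single compound dose of 20 µM, 1% DMSO final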
MsrA inhibitor: bovine MsrA enzyme inhibitors, primary screen, biochemical, absorbance, HTS; Methionine sulfoxide reductase A (Bos taurus); purified bovine MsrA, absorbance read-out; inhibition, % at 15.5 µM; 360,000 compounds, 0.75% hits; in the data active = inhibition above about 4.5%;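 note: 0% = vehicle wells with enzyme and 100% = reference inhibitor wells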
SUMO1-SIM PPI: modulators of SUMO1 protein-protein interactions, primary screen, biochemical, uHTS | SUMO1 binding to a labelled peptide, TR-FRET, 1 h | inhibition, % at 20 µM | 360,000 compounds, 0.33% hits | AID 602429, 2012; in the data active = inhibition above about 37%
Target sequence (P63165 whole entry, looked up): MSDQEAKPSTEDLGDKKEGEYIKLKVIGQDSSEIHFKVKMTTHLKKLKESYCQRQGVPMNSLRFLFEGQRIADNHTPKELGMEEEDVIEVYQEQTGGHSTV
NadD inh: inhibitors of S. aureus NadD, primary screen, biochemical, colorimetric, uHTS; inhibition, % at 20 µM; 360,000 compounds, 0.78% hits; purified NadD enzyme, colorimetric absorbance read-out; Nicotinate-nucleotide adenylyltransferase NadD (Staphylococcus aureus N315); AID 602399, 2012; in the data active = inhibition above about 26%; note: some compounds past the cut are filed as inactive
Rpn11 inh: Rpn11 (PSMD14) deubiquitinase inhibitors, primary screen, biochemical, fluorescence polarization, uHTS; 26S proteasome non-ATPase regulatory subunit 14 (Homo sapiens), O00487; human 26S proteasome, Ub4-pepOG fluorescence polarization; 20S core pre-blocked with epoxomicin; calls only at 20 µM; 360,000 compounds, 0.59% hits;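 active = inhibition at 20 µM, scaled to each plate's controls, above about 33%, limit read from the data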
Target sequence (O00487 whole entry, looked up): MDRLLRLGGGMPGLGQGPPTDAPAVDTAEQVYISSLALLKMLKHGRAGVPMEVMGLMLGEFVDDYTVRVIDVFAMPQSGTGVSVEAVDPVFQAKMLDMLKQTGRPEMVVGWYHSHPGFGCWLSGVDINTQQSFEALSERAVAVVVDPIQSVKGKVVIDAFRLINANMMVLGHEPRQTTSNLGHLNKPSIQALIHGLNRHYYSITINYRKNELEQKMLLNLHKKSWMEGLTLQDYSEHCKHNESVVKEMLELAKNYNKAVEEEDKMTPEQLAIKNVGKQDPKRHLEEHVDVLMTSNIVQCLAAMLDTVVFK
Tb MetRS inh: T. brucei MetRS inhibitors, primary screen, biochemical, luminescence; methionyl-tRNA synthetase (Trypanosoma brucei brucei); purified T. brucei MetRS, ATP depletion, Kinase-Glo luminescence; inhibition, % at 11.9 µM; 360,000 compounds, 0.4% hits; AID 624268, 2012;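 active = inhibition above a per-plate cutoff of the control wells' mean inhibition plus 3 SD, cut at about 5.5% in these data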;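 note: 0% = DMSO wells median and 100% = median of wells with control inhibitor compound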
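technique = Kinase-Glo luminescence, ATP depletion format | system = purified MetRS (methionyl-tRNA synthetase) enzyme from Trypanosoma brucei | timing = 15 min preincubation, 2 h reaction, all 25 °C | evaluation = percent inhibition versus plate control medians | dosing = single dose, 11.9 µM final nominal, 0.9% final DMSO | also added = substrates ATP, L-methionine and bulk Escherichia coli tRNA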
Active calls of the source: *; i = inactive; . = no result given; + = active, no number. Compounds as they come (roughly 3.9% active in at least one column).

SMILES | DNMT1 block | LMPTP inh | Scp-1 inhibitor | CSN deneddyl inh | STEP block | MsrA inhibitor | SUMO1-SIM PPI | NadD inh | Rpn11 inh | Tb MetRS inh
CC(C)Cc1ccc(C(=O)NCc2ccc3c(c2)OCO3)o1 | -1 | 0.0 | -5 | -3 | -4 | -0.1 | 1 | -2 | i | 0.1
CCN1CCN(CCCNC(=O)CCC(=O)N2CCOc3ccccc32)CC1 | 3 | -2.6 | 6 | 4 | 2 | 0.3 | -4 | 2 | i | -1.0
CCN(C[C@H]1N[C@@](Cc2ccccc2)(C(=O)OC)[C@H]2C(=O)N(C)C(=O)[C@@H]12)S(=O)(=O)c1ccc(C(C)(C)C)cc1 | -11 | 2.8 | -5 | -5 | 1 | 0.0 | 0 | 1 | i | 0.3
CCCCC(=O)Nc1nnc(S(=O)(=O)N(CC)c2ccccc2)s1 | 5 | -3.7 | -13 | 3 | -4 | -1.0 | 0 | -4 | i | -0.4
Cc1ccc(S(=O)(=O)N2CCOC23CCN(C(=O)C(=O)NCc2ccccc2)CC3)cc1 | 1 | -0.5 | -5 | 0 | -1 | 0.6 | -2 | -1 | i | 0.0
CC(=O)c1ccc(N2CCN(C(=O)CN3C(=O)NC4(CCCCC4)C3=O)CC2)c(F)c1 | 2 | -1.3 | 0 | -1 | 0 | 0.8 | -2 | 2 | i | -0.4
Cc1oc2c(C)c3oc(=O)c(CC(=O)N[C@@H](CCCNC(N)=O)C(=O)O)c(C)c3cc2c1C | 33 | 3.3 | 52* | 5 | 25 | 4.9* | 30 | 6 | i | -0.4
C=CC[C@@H](CC(=O)N[C@H](CO)Cc1ccccc1)C(=O)NC[C@@H](OC(=O)[C@@H](CC=C)Cc1ccc(F)cc1)c1ccccc1 | 77* | 0.1 | 0 | 1 | -1 | -0.5 | 3 | -2 | i | -0.1
Cc1noc(C)c1S(=O)(=O)Nc1ccc(C(=O)N2CCN(c3ccc(F)cc3)CC2)cc1 | -1 | -0.6 | -6 | -10 | 0 | -0.9 | 2 | 11 | i | -0.8
CN1C[C@@H]2[C@@H]3C(=O)N(C)C(=O)[C@@H]3[C@](C)(C1=O)N2C(=O)c1ccc(C(C)(C)C)cc1 | 1 | -1.8 | -11 | 1 | -2 | -1.1 | -4 | -6 | i | 0.0
Cc1ccc(NS(=O)(=O)c2ccc(NC(=O)[C@@H]3CCCC[C@@H]3C(=O)O)cc2)c(C)c1 | 3 | 0.7 | 3 | 1 | -1 | 1.4 | 1 | 0 | i | -1.4
CN[C@@H](CO)C(=O)NC[C@H]1O[C@@H](n2cnc3c(N)ncnc32)[C@H](O)[C@@H]1O | 5 | -0.2 | . | 1 | 2 | 0.5 | -1 | 0 | i | 0.3
CCOc1ccc(C(=O)COC(=O)c2ccc(-n3cnnn3)cc2)cc1 | 1 | -2.0 | -2 | 0 | 1 | 0.7 | 1 | 3 | i | -0.3
C[C@@H]1CN([C@H](C)CO)C(=O)Cc2cc(NS(=O)(=O)c3ccc(F)cc3)ccc2O[C@H]1CN(C)Cc1ccc(C(=O)O)cc1 | 2 | 0.5 | -3 | 0 | 0 | 0.7 | 3 | 7 | i | 0.4
Cc1c(C(C)(C)C)c(C=S)n2ccccc12 | 7 | 2.0 | -5 | 1 | 3 | -0.8 | -16 | 11 | i | -0.1
CC(=O)NS(=O)(=O)c1ccc(NC(=O)CCc2ccccc2)cc1 | 6 | -1.5 | -4 | -9 | 0 | 0.3 | -1 | -4 | i | -0.7
CCOc1cc(/C=N/Nc2nc3ccccc3[nH]2)cc(Br)c1OCC(=O)N(C)C | -7 | 5.6 | -7 | 2 | 8 | 2.3 | -2 | 10 | i | 1.7
CN1c2ccccc2C(C)(C)C12C=Cc1cc(O)ccc1O2 (centres undefined) | -27 | 2.5 | -2 | 26 | -4 | 0.8 | -11 | 3 | + | -1.0
CCc1ccc(CN2CCC(n3nccc3NC(=O)C3CCCC3)CC2)cc1 | 0 | 0.1 | -5 | -3 | -1 | -1.6 | 0 | -5 | i | -0.8
COc1ccc(NC(=O)C2C(=O)N(CCO)C3(C)CC2c2ccccc2O3)cc1 (centres undefined) | -1 | -2.5 | -3 | 3 | -1 | 1.1 | 2 | 5 | i | 0.3
Cc1ccc2c(CN(C)Cc3ccccc3)cc(=O)oc2c1C | 2 | 2.2 | -6 | 2 | 1 | 0.4 | 0 | -1 | i | -0.3
CC1CC(C)CN(S(=O)(=O)N2CCCC(C(=O)NC3CCCCC3C)C2)C1 (centres undefined) | -1 | -1.1 | -1 | 6 | -1 | 0.1 | -1 | -6 | i | -0.6
CCC(C)c1ccccc1NC(=O)COC(=O)c1ccc2c(c1)S(=O)(=O)c1ccccc1C2=O (centres undefined) | -2 | 2.9 | -12 | 2 | 2 | -0.3 | -22 | 3 | i | -0.1
O=C(O)CCN1C(=O)c2ccncc2C1=O | 5 | -1.0 | 0 | 0 | -1 | 0.1 | -12 | 1 | i | -0.9
O=C(COC(=O)c1nc(Cl)ccc1Cl)Nc1ccc2c(c1)OCO2 | 3 | -1.3 | -7 | 1 | -2 | 1.5 | 4 | 0 | i | -0.8

Quoted at random: five records from the list.
SMILES | DNMT1 block | LMPTP inh | Scp-1 inhibitor | CSN deneddyl inh | STEP block | MsrA inhibitor | SUMO1-SIM PPI | NadD inh | Rpn11 inh | Tb MetRS inh
C[C@@H]1CN([C@H](C)CO)C(=O)Cc2cc(NS(=O)(=O)c3ccc(F)cc3)ccc2O[C@H]1CN(C)Cc1ccc(C(=O)O)cc1 | 2 | 0.5 | -3 | 0 | 0 | 0.7 | 3 | 7 | i | 0.4
Cc1ccc2c(CN(C)Cc3ccccc3)cc(=O)oc2c1C | 2 | 2.2 | -6 | 2 | 1 | 0.4 | 0 | -1 | i | -0.3
Cc1oc2c(C)c3oc(=O)c(CC(=O)N[C@@H](CCCNC(N)=O)C(=O)O)c(C)c3cc2c1C | 33 | 3.3 | 52* | 5 | 25 | 4.9* | 30 | 6 | i | -0.4
CN1c2ccccc2C(C)(C)C12C=Cc1cc(O)ccc1O2 (centres undefined) | -27 | 2.5 | -2 | 26 | -4 | 0.8 | -11 | 3 | + | -1.0
CCOc1ccc(C(=O)COC(=O)c2ccc(-n3cnnn3)cc2)cc1 | 1 | -2.0 | -2 | 0 | 1 | 0.7 | 1 | 3 | i | -0.3

(further entries)
SMILES | DNMT1 block | LMPTP inh | Scp-1 inhibitor | CSN deneddyl inh | STEP block | MsrA inhibitor | SUMO1-SIM PPI | NadD inh | Rpn11 inh | Tb MetRS inh
CCC(=O)N1CCCC(C(=O)Nc2nc3ccccc3n2C)CC1 (centres undefined) | 2 | -2.2 | . | 2 | 1 | 0.4 | -2 | -5 | i | -0.1
CC(C)CNC(=O)c1cccc(Cn2cc(Cl)cn2)c1 | 1 | -2.0 | -2 | -4 | -1 | 1.0 | 1 | -2 | i | -0.2
COc1ccc(CC(=O)N/N=C/c2cccnc2)cc1OC | 3 | -1.2 | 46 | 0 | -2 | -1.6 | 2 | -8 | i | -0.6
CCN(CC(=O)Nc1c(F)cccc1F)C(=O)CCc1nc2cc(S(=O)(=O)N(C)C)ccc2n1CC | 1 | -0.8 | -8 | 0 | 1 | 0.7 | 11 | 2 | i | 0.0
Cc1ncc(C(O)c2ccc(N(C)C)cc2)n1Cc1ccccc1 (centres undefined) | 2 | -0.3 | . | 0 | -1 | 0.4 | -1 | -3 | i | -0.1
COc1ccc(C(=O)N(CCc2ccccc2)Cc2cccs2)c(OC)c1 | -2 | 0.1 | 1 | 4 | 2 | -0.1 | -1 | -10 | i | 3.3
O=C(Nc1cscc1S(=O)(=O)c1ccc(Cl)cc1)c1ccccc1Cl | -3 | 0.4 | 1 | 0 | 1 | -1.3 | 3 | -9 | i | -0.6
Cc1cc(Br)c(NC(=O)COC(=O)c2ccc[n+]([O-])c2)c(Br)c1 | -1 | -0.8 | -2 | 2 | 1 | -0.6 | -2 | -1 | i | -0.2
COc1ccc(OCCN(C)Cc2ccccc2)cc1 | 0 | -2.2 | -4 | 0 | -2 | -0.6 | -2 | -5 | i | -0.9
COCCN(Cc1nc2ccccc2c(=O)[nH]1)C(=O)COc1c(C)cc(Cl)cc1C | -4 | 0.2 | -8 | -1 | 2 | 0.1 | 2 | 4 | i | -0.2
C=CCc1ccc(OCCOCCOc2cccc3ccc(C)nc23)c(OC)c1 | -2 | 0.0 | -2 | 0 | 6 | 0.1 | -2 | 3 | i | -0.8
Cc1ccc(OCC(=O)N2CCCC(CO)(CCOc3ccccc3)C2)cc1 (centres undefined) | 1 | 1.1 | -5 | 4 | -1 | 0.9 | 0 | -10 | i | -0.1
CC(=O)NC(CCS(C)(=O)=O)C(=O)Nc1ccc(Oc2ccccc2)cc1 (centres undefined) | 2 | -0.3 | 4 | -6 | -6 | 0.1 | 1 | -2 | i | -0.7
COc1ccccc1CNC(=O)C1CC(c2ccccc2C(F)(F)F)=NO1 (centres undefined) | 2 | 0.8 | -2 | -2 | -3 | -0.4 | 5 | -6 | i | -0.2
O=C(Nc1cccc([N+](=O)[O-])c1)c1ccncc1 | 2 | -0.8 | 0 | 0 | 1 | 0.5 | -9 | 0 | i | 0.6
CCCCCOc1ccccc1C(=O)NCC(=O)O | 2 | -0.8 | 3 | -6 | 0 | -0.3 | -3 | 4 | i | -0.6
Cc1ccc(Cl)c(OCCCCN2CCC(C)CC2)c1 | 0 | -2.3 | -1 | 0 | -5 | 0.0 | 0 | -4 | i | -0.5
